Bioassay records from PubChem.
AT treatment: potential ataxia-telangiectasia treatment; […] A-T fibroblasts, KAP-1 phosphorylation AlphaLISA; neocarzinostatin DNA damage 30 min before lysis; Potency, µM (series often up to 57.5 µM), for the others: top-dose activation, most hits filed as activators; 320,000 compounds, 0.19% hits; AID 485349; also: potency is read from the fitted curve at half-maximal effect; % of control where 0% means no effect; nearly all actives have a fitted effect of over 45% in size
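hTERT-immortalized A-T patient fibroblasts ([…]), 500 cells/well in OPTI-MEM, 1% FBS, got compounds for 60 min, then NCS for 30 min at 37C. Lysates were then assayed for phospho-KAP-1 by AlphaLISA (anti-pKAP1 donor, anti-KAP1 acceptor beads), 6 hr at 25C.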
ELG1 DNA repair: inhibitors of ELG1-dependent DNA repair in HEK293T cells; 330,000 compounds, 2.3% hits; HEK293T ELG1-luciferase reporter, luminescence, 16 h; DNA damage induced by 5-fluorouridine; Potency, µM (series often up to 46.1 µM), inactives show top-dose activity change, negative = inhibition, hits mostly inhibitors; AID 504467; also: potency is read from the fitted curve at half-maximal effect; % is scaled to controls: 0 for no effect and ±100 for the full control effect; nearly all actives have a fitted effect of over 55% in size
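Overnight (16 hr) co-exposure of 2,000 cells/well to 5-fluorouridine and compound at 37 °C preceded detection. Luciferase was quantified via ONE-Glo luminescence; loss of signal denotes inhibition.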
CXXC DNA block: inhibitors of human MLL CXXC domain-DNA interaction; Q03164; MLL-CXXC / FITC-HOXA9 DNA fluorescence polarization; Potency, µM (titrated, usually from 115 µM), for inactives: at the highest dose activity change, negative = inhibition, most hits filed as inhibitors; AID 2662; 290,000 compounds, 0.037% hits; active = well fitted inhibition curve with a large enough effect in the polarisation, with a control signal flat, not every such curve was filed as active; inconclusive = small, poorly fitted or top-dose-only effect, or effect the other way, or a change in a side signal; inactive = no such curve, though single readings can be large or run the other way; the % refers to the polarisation; also: potency is read from the fitted curve at half-maximal effect
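Purified MLL-CXXC (added from a 7 uM solution) was preincubated 5 min at ambient with pinned compounds in 50 mM Tris-HCl pH 7.5, 50 mM NaCl, 1 mM DTT, 0.05% BSA. Fluorescein-labeled HOX-A9 DNA (50 nM solution) followed, 30 min, then polarization read.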
TCR activator: activates T cell receptor signaling; 330,000 tested, under 10 active; AID 504894; Potency, µM (series often up to 9.22 µM), for the others: top-dose activation of IL-2 secretion, most hits filed as activators; primary human leukocytes, anti-CD3, IL-2 HTRF, 48 h; also: % of control where 0% means no effect
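IL-2 release read by HTRF sandwich (Eu cryptate donor, d2 acceptor, 665 nm emission) after 48 hr exposure of primary human leukocytes to compound together with anti-CD3 beads in the absence of co-stimulatory signals.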
B2AR arrestin: recruits beta-arrestin to the human beta2-adrenergic receptor; Potency, µM (highest dose often 46.1 µM), inactives show top-dose activation, actives largely listed as activators; 330,000 compounds, 0.02% hits; P07550; beta-arrestin recruitment to beta2AR, cell-based reporter; AID 492947;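 also: potency is read from the fitted curve at half-maximal effect; 0% = DMSO controls and full agonism = EC100 isoproterenol or metaproterenol; nearly all actives have a fitted effect of over 65% in size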
Target sequence (P07550 whole entry, looked up): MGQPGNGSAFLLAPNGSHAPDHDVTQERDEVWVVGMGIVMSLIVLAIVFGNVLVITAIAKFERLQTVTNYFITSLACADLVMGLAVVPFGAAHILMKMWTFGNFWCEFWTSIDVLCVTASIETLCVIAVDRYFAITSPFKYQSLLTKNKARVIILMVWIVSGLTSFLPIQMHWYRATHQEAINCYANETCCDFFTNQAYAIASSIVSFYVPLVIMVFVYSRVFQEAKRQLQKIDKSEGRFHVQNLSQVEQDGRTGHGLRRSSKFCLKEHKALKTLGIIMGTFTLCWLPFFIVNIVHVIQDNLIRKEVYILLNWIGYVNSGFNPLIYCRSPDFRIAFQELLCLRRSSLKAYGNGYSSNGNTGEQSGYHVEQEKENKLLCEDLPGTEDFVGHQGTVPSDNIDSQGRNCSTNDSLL
p53 reactivation: restores transcriptional activity of mutant p53 | H1299 p53-A138V BP100-luciferase reporter, luminescence, 24 h | AID 504706 | Potency, µM (doses to about 92.2 µM), inactives show at the highest dose activity change, positive = activation, hits mostly activators | 320,000 compounds, 0.063% hits; also: potency is read from the fitted curve at half-maximal effect; % of control where 0% means no effect; nearly all actives have a fitted effect of over 45% in size
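H1299 (p53-null), stable ts p53-A138V + BP100-Luc; 1000 cells/well, Opti-MEM/10% FBS; cpd 4 pt, 1:5; 24 h, 37 deg C, 5% CO2; detection reagent 10 min RT; luminescence.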
Integrin act MD: activates integrin-mediated alleviation for muscular dystrophy | alpha7betagal myoblasts, beta-gal FDG fluorescence, 48 h | AID 624291 | 350,000 compounds, 0.064% hits | Potency, µM (highest dose often 38.3 µM), inactives show top-dose activation, actives largely listed as activators;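 also: potency is read from the fitted curve at half-maximal effect; 100% = response of the positive control SU9516; nearly all actives have a fitted effect of over 60% in size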
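alpha7betagal+/- myoblasts (passage 13, 250/well) treated 48 h at 37C with compounds at 1:260 dilution of DMSO stock. Lysed, then beta-galactosidase activity read as FDG fluorescence (ex 480/em 540) after 30 min, with pre-read for autofluorescence.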
BRCA1 expr act: activators of BRCA1 expression | Potency, µM (series often up to 46.1 µM), for inactives: at the highest dose activation, most hits filed as activators | 380,000 compounds, 1.1% hits | MCF7-BRCA1-FFLuc reporter, luminescence, 48 h; response scale: scaled: vehicle 0%, 10 µM genistein 100%; also: potency is read from the fitted curve at half-maximal effect; nearly all actives have a fitted effect of over 80% in size; some results filed as inactive show a strong effect at the top dose
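48 h compound treatment of MCF7-BRCA1-FFLuc cells (phenol-red free MEM, 37 °C), then 15 min with luciferase substrate and luminescence imaging.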
TSG101-PTAP inh: blocks PTAP/TSG101 interaction to inhibit HIV-1 budding. 340,000 tested, under 10 active. Potency, µM (series often up to 115 µM), for the others: at the top dose activity change, negative = inhibition, actives largely listed as inhibitors. Q99816. Fluorescence polarization, FITC-PTAP peptide / Tsg101 binding; active = well fitted inhibition curve with a large enough effect in the main read-out, with a control signal flat, not every such curve was filed as active; inconclusive = small, poorly fitted or top-dose-only effect, or effect the other way, or a change in a side signal; inactive = no such curve, though single readings can be large or run the other way; also: potency is read from the fitted curve at half-maximal effect; % of control where 0% means no effect
Target sequence (Q99816 whole entry, looked up): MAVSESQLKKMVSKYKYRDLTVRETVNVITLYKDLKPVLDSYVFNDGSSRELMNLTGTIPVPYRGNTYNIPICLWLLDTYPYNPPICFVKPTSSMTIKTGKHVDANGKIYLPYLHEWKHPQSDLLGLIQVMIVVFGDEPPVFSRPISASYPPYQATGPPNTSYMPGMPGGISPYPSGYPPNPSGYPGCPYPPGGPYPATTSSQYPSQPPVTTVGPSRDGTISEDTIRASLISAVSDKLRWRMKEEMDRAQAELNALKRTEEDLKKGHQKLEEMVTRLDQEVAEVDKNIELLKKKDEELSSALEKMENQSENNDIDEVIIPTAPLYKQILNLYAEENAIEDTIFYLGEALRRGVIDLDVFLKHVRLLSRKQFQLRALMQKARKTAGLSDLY
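Tsg101 binding domain (10 uM final) was mixed with compound and a FITC-labeled PTAP peptide (50 nM final) in HEPES pH 7.5 buffer with NaCl, Tween 20, EDTA and TCEP; fluorescence polarization was read after 20 min at r.t.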
TRPV1 agonist: agonists of human vanilloid receptor 1 (TRPV1); Q8NER1; TRPV1-expressing cells, Fluo-8 calcium influx, agonist mode; activation, % at 8.33 µM; 320,000 compounds, 0.19% hits; in the data active = activation above about 80%; inconclusive = between about 30% and that limit; also: 0% is about no effect
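TRPV1-expressing cells were cultured overnight at 35.5C and loaded with Fluo-8 calcium dye for 40 to 90 min at room temperature. After a 10 s baseline, compound was added and calcium influx was read kinetically for 3 min (ex 480/em 520 nm).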
* = called active by the depositor; ? = inconclusive; . = not tested or not shown; [ ] = remark or other dose. Unless noted, calls follow the shape of the dose curve; as a rule, active = well fitted curve in the direction sought with a large enough effect; inconclusive = small, poorly fitted or top-dose-only effect, or another doubt; inactive = no such curve, though single readings can be large; an effect the other way counts as inactive or inconclusive.

SMILES	AT treatment	ELG1 DNA repair	CXXC DNA block	TCR activator	B2AR arrestin	p53 reactivation	Integrin act MD	BRCA1 expr act	TSG101-PTAP inh	TRPV1 agonist
Cc1cccc(-n2c(O)c(C=NCc3ccccn3)c3ccccc3c2=O)c1	-5%	?	-2%	11%[46.1 µM]	0.3%	-9%	-28%	-12%	-10%	23
C[C@H](NCc1c[nH]c2ccccc12)c1ccccc1	-5%	12%	29%	0%	0.6%	.	-13%	-32%	-1%	-1
COc1nc(OC)nc(N2CCC(C(=O)NC3CC3)CC2)n1	0%	12%	-7%	2%	-0.1%	-2%	6%	2%	-4%	0
Cc1ccc(NC(=O)CN(c2ccccc2)S(=O)(=O)N(C)C)cc1	22%	-19%	6%	0%[46.1 µM]	-0.1%	-4%	19%	-17%	-2%	1
CCCc1[nH]n(-c2nc3ccccc3s2)c(=O)c1C=NCCCOC	-9%	?	-1%	-1%	-1.1%	5%	-10%	48%	-2%	7
CC(C)NC(=O)CCCn1c(=S)[nH]c2cc3c(cc2c1=O)OCO3	2%	-1%	6%	47%	0.3%	0%	-21%	0%	-9%	-2
COc1cc(Br)cc(/C=C/c2ccc3cccc(O)c3n2)c1O	36%	7.3µM*	-3%	-2%	0.2%	?	-63%[inhibitor]	-36%	0%	2
CC1CC2=C(NC(=S)NC2c2ccccc2F)/C(=C/c2ccccc2F)C1 (stereo unspecified)	-5%	-7%	0%	.	-0.5%	?	-10%	2%	-10%	3
Cc1cc(NS(=O)(=O)c2ccc(NC(=O)CCCOc3ccc(Cl)cc3)cc2)no1	.	?	17%	4%	-0.1%	-29%	14%	-19%	-6%	3
Cc1c(C(=O)NC(C)c2ccccc2)c(-c2ccccc2)nn1-c1ccccc1 (stereo unspecified)	4%	14%	3%	-1%	-0.2%	-3%	10%	-52%	0%	-1
CCOc1ccc(-n2cc(C(=O)Nc3cccc(OC)c3)c3cc(OC)c(OC)cc3c2=O)cc1	-9%	?	7%	1%	0.1%	1%	-7%	-29%	-1%	1
CN(C)CCNC(=O)c1csc(Nc2cccc3ccccc23)n1	-3%	-1%	0%	-7%	0.3%	-7%	0%	-36%	-3%	3
CCc1nnc(NC(=O)CCc2ccccc2OC)s1	0%	13%	2%	3%	0.3%	2%	-1%	-18%	-1%	-1
CCCCC(CC)C(=O)NCCCN1CCN(CCCNC(=O)C(CC)CCCC)CC1 (stereo unspecified)	14%	3%	-4%	-3%	0.5%	0%	-13%	12%	-4%	-1
CCOC(=O)N1CCN(c2cc(NCCC(=O)O)c3c4c(onc24)-c2ccccc2C3=O)CC1	-12%	?	?	12%	-0.1%	-5%	-13%	-29%	?	4
Cc1ccccc1-c1ccc(Nc2ccc(N3CCOCC3)cc2)nn1	12%	18%	-1%	-1%	0.4%	8%	-46%[inhibitor]	18%	-5%	-2
O=C(CCSCCC(=O)NCc1ccco1)NCc1ccco1	-10%	14%	-5%	-9%	0.5%	-1%	-32%[inhibitor]	-1%	-9%	1
C=CCn1c(SCc2ccccc2F)nc2cc(C(=O)O)ccc2c1=O	1%	-1%	-8%	-2%	0.3%	-9%	-29%	2%	-3%	16
Cc1ccc(NC(=O)CCNS(=O)(=O)c2ccccc2F)cc1S(=O)(=O)N1CCOCC1	1%	3%	.	-11%	-0.2%	-4%	22%	-18%	-3%	-2
C[C@H](N)c1nnc(SCC(=O)N(C)C)o1	5%	?	8%	-2%	0.0%	2%	6%	-5%	-15%	-2
Cc1ccccc1CCNC(=O)C1CCCN(c2cnccn2)C1 (stereo unspecified)	-6%	7%	-3%	1%	0.1%	-9%	-3%	4%	-6%	0
O=C(OC1CCOC1=O)c1cncc(Br)c1 (stereo unspecified)	5%	-2%	2%	6%	-0.4%	-2%	23%	-11%	-2%	-2
Cc1ccc(S(=O)(=O)N2CCCCC2)cc1NC(=O)COC(=O)Cc1c(F)cccc1Cl	1%	-2%	2%	-4%[46.1 µM]	-0.5%	5%	22%	-14%	-5%	5
O=C(OCC(=O)c1ccc[nH]1)C1=COCCO1	-2%	?	.	-3%	0.0%	?	25%	30%	-6%	0
C/C(=N\NC(=O)Cn1ccc(C(F)(F)F)n1)c1ccc2c(c1)OCO2	3%	-1%	-7%	0%	-0.1%	-2%	?	1%	1%	2
CC1(C)CC(=O)C2=C(C1)OC1=C(C(=O)CC(C)(C)C1)C2c1ccc(O)c([N+](=O)[O-])c1	-1%	?	-10%	-1%	-0.4%	4%	3%	4%	-6%	1
Cc1ccc(NC(=O)C(C)Sc2nnc(C)n2CC2CCCO2)cc1 (stereo unspecified)	11%	18%	-2%	2%	0.1%	2%	2%	1%	0%	-1
COc1ccccc1NC(=O)C(=O)NCCCN1CCCC1=O	1%	?	.	-2%	0.0%	16%	14%	88%	-1%	-1
CCOC(=O)c1sc(NC(=O)C2CC(=O)N(c3ccc4c(c3)OCCO4)C2)nc1C (stereo unspecified)	-4%	-26%	.	59%	-0.2%	-5%	?	-13%	-6%	5
COC(=O)C1=C(C)N(Cc2ccccc2)C(=NCc2ccccc2)N[C@H]1c1cccc(F)c1	-1%	-6%	76%[activator]	1%	0.5%	22%	-37%	-41%	.	1

Given with two lines to a compound: 6 of the compounds above.
Second line of a record – AT treatment	ELG1 DNA repair	CXXC DNA block	TCR activator	B2AR arrestin	p53 reactivation	Integrin act MD	BRCA1 expr act	TSG101-PTAP inh	TRPV1 agonist
COC(=O)C1=C(C)N(Cc2ccccc2)C(=NCc2ccccc2)N[C@H]1c1cccc(F)c1
  -1%	-6%	76%[activator]	1%	0.5%	22%	-37%	-41%	.	1
COc1cc(Br)cc(/C=C/c2ccc3cccc(O)c3n2)c1O
  36%	7.3µM*	-3%	-2%	0.2%	?	-63%[inhibitor]	-36%	0%	2
O=C(OCC(=O)c1ccc[nH]1)C1=COCCO1
  -2%	?	.	-3%	0.0%	?	25%	30%	-6%	0
Cc1c(C(=O)NC(C)c2ccccc2)c(-c2ccccc2)nn1-c1ccccc1 (stereo unspecified)
  4%	14%	3%	-1%	-0.2%	-3%	10%	-52%	0%	-1
C=CCn1c(SCc2ccccc2F)nc2cc(C(=O)O)ccc2c1=O
  1%	-1%	-8%	-2%	0.3%	-9%	-29%	2%	-3%	16
CC1CC2=C(NC(=S)NC2c2ccccc2F)/C(=C/c2ccccc2F)C1 (stereo unspecified)
  -5%	-7%	0%	.	-0.5%	?	-10%	2%	-10%	3

Additional structures.
SMILES	AT treatment	ELG1 DNA repair	CXXC DNA block	TCR activator	B2AR arrestin	p53 reactivation	Integrin act MD	BRCA1 expr act	TSG101-PTAP inh	TRPV1 agonist
COCCN(C(=S)Nc1ccccc1C)C(C)c1cccs1 (stereo unspecified)	3%	-1%	2%	-4%[46.1 µM]	-0.3%	6%	1%	-22%	-7%	1
CCOC(=O)c1sc2nccc(OC)c2c1N=CN(C)C	10%	1%	7%	6%	-0.1%	9%	0%	-21%	-1%	3
O=C1CCN(S(=O)(=O)c2cccs2)c2ccc(C(F)(F)F)cc2N1	5%	12%	-4%	-1%	0.1%	0%	-8%	10%	0%	-4
O=S(=O)(/C=C/c1ccccc1)Nc1ccc(N2CCOCC2)cc1	11%	-3%	8%	2%	0.1%	4%	9%	-13%	-8%	1
O=CN1CCCN(C(=O)CC2C(=O)NCCN2Cc2cccc(Oc3ccccc3)c2)CC1 (stereo unspecified)	4%	11%	48%[activator]	-2%	-0.3%	2%	-13%	-10%	0%	1
CCCCCCCC1(C)NC(=O)N(CC(=O)Nc2cc(C)on2)C1=O (stereo unspecified)	1%	-4%	1%	7%	-0.2%	2%	-41%	-8%	1%	?
CC(C)(C)c1ccc(-n2ncc3c2CCCC3NC(=O)CN2CCCCC2=O)cc1 (stereo unspecified)	-1%	-10%	-8%	-1%	-0.6%	-5%	-55%[inhibitor]	0%	-5%	-2
COc1ccccc1N1CCN(C(=O)c2ccc(-c3ccc(Cl)cc3)o2)CC1	11%	?	.	.	-0.2%	9%	0%	-43%	-1%	9
CCN(CC(=O)Nc1ccc2c(c1)OCCO2)c1nc(-c2cccnc2)nc2ccccc12	18%	13µM*	-2%	-7%	0.5%	-2%	-18%	-39%	-3%	-6
CCOc1cc(C2C(C(=O)OCC(C)C)=C(C)N=C3SCCC(=O)N32)ccc1OC(C)=O (stereo unspecified)	15%	-9%	-2%	4%	-0.8%	-6%	10%	0%	-7%	4
CCCOc1ccc(C(=O)NNC(=S)NC(=O)c2cc(-c3ccc(Cl)cc3)nc3ccccc23)cc1	-7%	10%	6%	0%	-1.6%	20%	1%	-19%	-5%	-1

The order is random; 3.8% or so of the library scored in one or more.
